# Pol kappa inh: DNA polymerase kappa (human) inhibition; Q9UBT6; purified Pol kappa, fluorescent DNA synthesis assay, 10 min; Potency, µM (series often up to 107 µM), for the others: at the top dose activity, negative = inhibition, usual class: inhibitors; 0.53% of 400,000 active; AID 588579; also: potency is read from the fitted curve at half-maximal effect; % is scaled to controls: 0 for no effect and ±100 for the full control effect
#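 10 nM Pol kappa preincubated 15 min at room temperature with compounds, then reaction started with substrate at 50 nM final. Fluorescence read kinetically at 0 and 10 min; buffer-only wells served as negative control.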
# BLM helicase inh: Bloom syndrome helicase (human) inhibition | P54132 | recombinant BLM DNA unwinding, fluorescence dequenching | Potency, µM (titrated, usually from 56.1 µM), for the others: top-dose activity change, negative = inhibition, hits mostly inhibitors | 0.2% of 350,000 active | AID 2528;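 also: potency is read from the fitted curve at half-maximal effect; plate controls were vehicle for no effect and no enzyme for full effect; nearly all actives have a fitted effect of over 35% in size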
# POLI inh: inhibitors of human DNA polymerase iota | Q9UNA4 | Pol iota fluorescent replication assay, 10 min | Potency, µM (doses to about 115 µM), without a hit: at the top dose activity, negative = inhibition, hits mostly inhibitors | 1% of 390,000 active; also: potency is read from the fitted curve at half-maximal effect
#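 Fluorescent replication assay read twice, at 0 min and 10 min after adding 50 nM (final) substrate. Enzyme (10 nM) and compounds were first incubated 15 min at room temperature; enzyme-free buffer wells were negative controls.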
# APE1 inh: inhibitors of human APE1 endonuclease. recombinant APE1, TAMRA/BHQ-2 abasic DNA cleavage fluorescence. Potency, µM (highest dose often 65.8 µM), for inactives: at the highest dose activity change, negative = inhibition, most hits filed as inhibitors. 0.35% of 350,000 active. AID 2517;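 also: potency is read from the fitted curve at half-maximal effect; plate controls were vehicle for no effect and reference inhibitor for full effect; nearly all actives have a fitted effect of over 55% in size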
#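 Compound pre-exposure to 0.75 nM APE1, 15 min at ambient temperature. Reaction initiated with 50 nM TAMRA/BHQ-2 THF substrate, read immediately in kinetic mode, 525 nm excitation, 598 nm emission.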
# POLB inh: blocks human DNA polymerase beta activity | Potency, µM (doses to about 114 µM), without a hit: at the highest dose activity change, negative = inhibition, usual class: inhibitors | 1.3% of 340,000 active | Pol beta primer extension/strand displacement, fluorescence kinetic | P06746; also: potency is read from the fitted curve at half-maximal effect; % is scaled to controls: 0 for no effect and ±100 for the full control effect
#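 Values derive from four-parameter Hill fits of normalized kinetic data: reads at 0 and 10 min following addition of 50 nM substrate to 10 nM Pol beta preincubated 15 min with compound.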
# Anesthetic bind: binds horse apoferritin like a general anesthetic. apoferritin/1-aminoanthracene competitive binding, fluorescence. Potency, µM (titrated, usually from 77.5 µM), for inactives: at the highest dose activity change, negative = displacement, hits mostly inhibitors. 0.074% of 350,000 active; also: potency is read from the fitted curve at half-maximal effect; % is scaled to controls: 0 for no effect and ±100 for the full control effect; nearly all actives have a fitted effect of over 20% in size
# Target sequence (P02791 2-175 limits assumed): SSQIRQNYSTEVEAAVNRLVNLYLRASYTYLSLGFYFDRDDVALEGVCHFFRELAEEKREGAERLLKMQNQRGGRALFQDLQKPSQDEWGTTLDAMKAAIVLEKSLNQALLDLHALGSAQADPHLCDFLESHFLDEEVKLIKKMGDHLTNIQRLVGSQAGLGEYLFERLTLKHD
#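 Horse-spleen apoferritin (10 uM) was mixed with 50% saturated 1-aminoanthracene in PBS, exposed to compounds for 10 min at room temperature, and read for fluorescence (ex 380 nm, em 535 nm). Competitive displacement was fitted with a four-parameter Hill equation.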
# Tb PGK inh: inhibitors of T. brucei phosphoglycerate kinase | AID 602233 | PGK/GAPDH coupled, Kinase-Glo luminescence, 60 min | P07378 | Potency, µM (top dose mostly 57.5 µM), for inactives: at the top dose activity change, negative = inhibition, hits mostly inhibitors | 0.043% of 380,000 active; also: potency is read from the fitted curve at half-maximal effect; % is scaled to controls: 0 for no effect and ±100 for the full control effect; nearly all actives have a fitted effect of over 60% in size
#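 Recombinant glycosomal PGK reaction used 1,3-bisphosphoglycerate generated in-well by GAPDH (100nM final) in 100mM TEA pH 7.6, 5mM MgCl2, 0.01% Tween-20. After 60 minutes at room temperature, ATP was read by Kinase-Glo Plus luminescence end-point.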
# POLH inh: DNA polymerase eta (human) inhibition. AID 588591. Potency, µM (top dose mostly 114 µM), for inactives: at the top dose activity change, negative = inhibition, actives largely listed as inhibitors. 1.2% of 390,000 active. Q9Y253. recombinant Pol eta, fluorescent DNA replication assay; also: potency is read from the fitted curve at half-maximal effect; % is scaled to controls: 0 for no effect and ±100 for the full control effect
#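 Pol eta at 10 nM preincubated with compounds 15 min at room temperature; reaction started with fluorescent substrate (50 nM final) and read kinetically at 0 and 10 min.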
# RXFP1 antag: blocks the human relaxin receptor RXFP1; Q9HBX9; HEK293-RXFP1, relaxin-stimulated cAMP HTRF, 30 min; hits give low values; activity change, negative = inhibition, % at 57.5 µM; 0.59% of 350,000 active; AID 1259400;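 active = activity change of -60% or lower, but not beyond a set lower limit; inconclusive = change between -60% and -40%, or beyond the set limit; inactive = change above -40%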; also: % is scaled to controls: 0 for no effect and ±100 for the full control effect
# Target sequence (Q9HBX9 whole entry, looked up): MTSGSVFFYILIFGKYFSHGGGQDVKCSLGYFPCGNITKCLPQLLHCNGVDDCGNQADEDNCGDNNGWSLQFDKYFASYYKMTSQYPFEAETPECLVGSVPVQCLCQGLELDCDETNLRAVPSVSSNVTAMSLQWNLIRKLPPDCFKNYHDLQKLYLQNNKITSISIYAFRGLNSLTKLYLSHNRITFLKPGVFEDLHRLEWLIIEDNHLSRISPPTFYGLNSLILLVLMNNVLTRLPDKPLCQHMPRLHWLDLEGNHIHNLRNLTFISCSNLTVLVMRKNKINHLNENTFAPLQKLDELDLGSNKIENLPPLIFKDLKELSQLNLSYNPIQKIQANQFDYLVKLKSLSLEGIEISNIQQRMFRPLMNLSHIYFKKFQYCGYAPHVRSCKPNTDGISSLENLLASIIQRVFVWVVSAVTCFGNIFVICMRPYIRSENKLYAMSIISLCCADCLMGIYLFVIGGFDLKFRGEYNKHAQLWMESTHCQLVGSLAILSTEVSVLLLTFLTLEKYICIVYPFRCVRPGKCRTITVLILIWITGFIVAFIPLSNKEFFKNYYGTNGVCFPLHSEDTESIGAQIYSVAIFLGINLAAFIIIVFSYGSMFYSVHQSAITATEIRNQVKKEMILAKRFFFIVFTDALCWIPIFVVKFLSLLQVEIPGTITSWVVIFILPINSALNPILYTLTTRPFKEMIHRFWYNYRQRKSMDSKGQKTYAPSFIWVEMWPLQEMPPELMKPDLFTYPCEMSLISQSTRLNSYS
# Starred values were filed as active, the others as inactive; i = inactive; ? = inconclusive; nt = not tested or not shown; & = joins results of further samples; [ ] = another dose, or the depositor's remark. Unless noted, calls follow the shape of the dose curve; as a rule, active = well fitted curve in the direction sought with a large enough effect; inconclusive = small, poorly fitted or top-dose-only effect, or another doubt; inactive = no such curve, though single readings can be large; an effect the other way counts as inactive or inconclusive.
SMILES | Pol kappa inh | BLM helicase inh | POLI inh | APE1 inh | POLB inh | Anesthetic bind | Tb PGK inh | POLH inh | RXFP1 antag
O=C(Nc1ccc2c(c1)OCCO2)c1cccn(Cc2cccc(F)c2)c1=O | -2%[60.1 µM] | -11% | ? | nt | -27% | 8% | -10% | -12% | nt
CCn1cc(C(=O)NCCc2ccc(OC)c(OC)c2)c(=O)c2cc(S(=O)(=O)N(C)C3CCCCC3)ccc21 | -4% | -9% | 15% | nt | -4% | ? | -10% | -20% | nt
O=S(=O)(O)c1cc(O)ccc1O | 6% | -8%[21.4 µM] | 47%[activator] | 74%[activator] | nt | -7%[29.3 µM] | 5% | -17% | nt
Cc1cccc(NC(=O)N2CC3CC(C2)c2cccc(=O)n2C3)c1 (centres undefined) | -1% | 1% | 38%[activator] | -10% | 48% | 0% | -8% | -15% | -2
CC(C(=O)N1CCC2(CC1)OCCO2)C1Sc2ccccc2NC1=O (centres undefined) | 3% | 2% | 10% | -17% | 3% | -14% | -6% | -17% | 0
Oc1c(Br)cc(-c2ccccc2)cc1Br | -22% | nt | 20% | nt | nt | nt | 0% | -12% | 1
COc1cc(C2c3cc4c(cc3C(O)[C@H]3COC(=O)C23)OCO4)cc(OC)c1OC (some centres undefined) | -6%&-12%[60.1 µM] | 2%&-3% | nt | ? | nt | 7%&1% | nt | nt | nt
CCC12CN3CC(CC)(CN(C1)C3c1c(C)[nH]c(=O)[nH]c1=O)C2=O (centres undefined) | -14% | 1% | 27% | nt | 5% | -6% | -6% | -24% | -12
Cc1cc(N2C(=O)C3CCCN3C2c2sccc2C)no1 (centres undefined) | 4% | -1% | 11% | -4% | 12% | -2% | i | -10% | -6
CC(=O)O[C@H]1C(=O)[C@@]2(C)C([C@H](OC(=O)c3ccccc3)[C@]3(O)C[C@H](O)C(C)=C1C3(C)C)[C@]1(OC(C)=O)CO[C@@H]1C[C@H]2O (some centres undefined) | 12% | -3% | 26% | -21% | -1% | -11% | -6% | -19% | nt
Fc1ccc(Cn2nnnc2CN2CCC(n3nnc4cc(C(F)(F)F)ccc43)CC2)cc1 | -15% | -11% | 20% | 1% | -23% | 4% | -4% | -23% | -7
COc1ccc(-n2c(O)c(C(C)=NCCc3c[nH]c4ccccc34)c(=O)[nH]c2=O)cc1 | 1% | 2% | -4% | 4% | 20% | -6% | 0% | -3% | 3
O=C(Cc1ccccc1)NC(Cc1ccc(Cl)cc1)C(=O)O (centres undefined) | -11% | -2% | 10% | -3% | 1% | 7% | i | -19% | -4
CCN1C(=O)C(=C2C=C(C)N(Cc3ccco3)C(C)=C2)C(=O)N(CC)C1=S | -5% | -5% | 37%[activator] | -3% | 3% | -7% | -8% | -17% | 19
CN(C)/C=C1/C(=O)NC(=O)N(CCNc2ncc(C(F)(F)F)cc2Cl)C1=O | -13% | -5% | 80%[activator] | -5% | -12% | -23% | -5% | -3% | ?
N[C@@H](CCl)C(=O)O | -11%[60.1 µM] | nt | -4%[58.9 µM] | 2% | 15%[57.1 µM] | nt | 0% | 1%[57.1 µM] | nt
Cc1ccc(NC(=O)N(Cc2ccc3c(c2)OCO3)C2CCN(Cc3ccccc3)CC2)cc1Cl | -2% | -4% | -4% | nt | 2% | -2% | -5% | -11% | -26
N#CCCn1cc(C(=O)NCc2ccccc2)c(-c2ccccc2)n1 | -1% | -7% | 89%[activator] | 16% | 25% | -4% | -1% | -3% | -7
C[C@@H]1C[C@@H]2O[C@H]2/C=C\C=C\C(=O)Cc2c(Cl)c(O)cc(O)c2C(=O)O1 | 40µM* | 2% | ? | -1% | -28% | -10% | 0% | 10µM* | 16
CCC(=O)O[C@@H]1[C@@H](OC(C)=O)[C@@]2(O)C(C[C@H](O)C2(C)C)[C@](C)(O)[C@H]2CC[C@@H]3[C@@H](O)[C@]12C[C@@]3(C)O (some centres undefined) | 13% | 1% | 28% | 3% | 3% | -3% | -7% | -12% | nt
CCOC(=O)c1c(C=O)c2ccccc2n1Cc1ccccc1F | 0% | -5% | ? | 52%[activator] | 1% | -4% | -8% | -19% | ?
O=[N+]([O-])c1ccc(N2CCNCC2)c2ncccc12 | nt | -7% | nt | -11% | -9% | -5% | nt | nt | nt
COC1=C(OC)[C@]23CCc4ccc(OC)c(OC)c4[C@]2(CCN3C)CC1=O | -18% | nt | 27% | 15% | nt | nt | 5% | -9% | nt
c1ccc2[nH]c(CCNC3CCCCC3)nc2c1 | -9% | -6% | 24% | -1% | 0% | 5% | 1% | -19% | 9
CCc1cc2c(s1)NC(=O)CN=C2c1cccs1 | -5% | 1% | 7% | -8% | -5% | -16% | -2% | -5% | -2
Cc1ccc(N(C)C(=O)Oc2cccc3cccnc23)cc1 | -1% | 0% | 16% | -1% | -1% | -12% | 0% | -10% | 14
CCC1(CCC(C)C)C(=O)NC(=S)NC1=O | -20% | nt | -6% | nt | nt | nt | 6% | -2% | -18
CC(=O)c1cn(Cc2ccccc2F)c2ccccc12 | -9% | -5% | -2% | -14% | 40% | ? | 5% | -1% | 4
CCOC(=O)C1C2NC(=O)N(Cc3ccccc3)C1(C)Oc1c(OC)cccc12 (centres undefined) | 1% | -2% | -10% | 0% | 18% | -23% | 1% | -10% | 12
CCN(CC)P(=O)(Nc1ccc(Br)cc1)c1c(C)nn(CCC#N)c1NC(=O)c1ccc(Cl)cc1 (centres undefined) | -5% | -5% | 16% | 77%[activator] | -3% | -23% | -6% | -9% | -11
O=C(Cc1ccc(Cl)c(Cl)c1)Nc1cccnc1 | -6% | -2% | 45%[activator] | 14% | 26% | -10% | i | -12% | -3
CC1CN=C(Nc2ccc(N(C)C)cc2)S1 (centres undefined) | -5% | 0% | 10% | 2% | -3% | ? | -6% | 3% | 1
COc1ccc(N2C(=O)CC(N3CC=C(c4ccccc4)CC3)C2=O)cc1 (centres undefined) | -6% | -2% | -18% | -5% | 1% | -7% | -8% | -17% | -26
O=P(O)(O)CCCl | -9%[12 µM] | 3% | nt | 18% | nt | -8% | nt | nt | nt
COCCCn1c(-c2ccc(OC)cc2)cc(C(=O)NC2CCCCCCC2)c1C | -9% | -9% | 126%[activator] | 2% | -3% | -22% | 0% | -16% | -15
Cn1ccnc1 | 13%[60.1 µM] | nt | -8%[58.9 µM] | ? | -6%[57.1 µM] | nt | nt | 4%[57.1 µM] | nt
Cc1ccc(NC(=O)Cn2cc(C(=O)c3ccccc3)c3ccccc32)c(C)c1 | -20% | -3% | 1% | nt | 0% | -16% | -5% | -3% | -2
O=c1[nH]c(=O)n(-c2cccc(Cl)c2)c(O)c1C=NCCN1CCCCC1 | 2% | -8% | 14% | 3% | -14% | -17% | 3% | -6% | -18
COc1ccc(-n2c(O)c(C=NCc3ccc4c(c3)OCO4)c(=O)[nH]c2=O)cc1 | 8% | -1% | -7% | 0% | 2% | 4% | -8% | -15% | -31
C=C(C)[C@H]1C2C(=O)O[C@H]1[C@H]1OC(=O)[C@@]34O[C@@H]3C[C@]2(O)[C@@]14C | 3%&-13%[19.4 µM] | 2% | nt | 2%&17% | nt | 4% | nt | nt | nt

# The list goes on; the last three above are carried over.
SMILES | Pol kappa inh | BLM helicase inh | POLI inh | APE1 inh | POLB inh | Anesthetic bind | Tb PGK inh | POLH inh | RXFP1 antag
O=c1[nH]c(=O)n(-c2cccc(Cl)c2)c(O)c1C=NCCN1CCCCC1 | 2% | -8% | 14% | 3% | -14% | -17% | 3% | -6% | -18
COc1ccc(-n2c(O)c(C=NCc3ccc4c(c3)OCO4)c(=O)[nH]c2=O)cc1 | 8% | -1% | -7% | 0% | 2% | 4% | -8% | -15% | -31
C=C(C)[C@H]1C2C(=O)O[C@H]1[C@H]1OC(=O)[C@@]34O[C@@H]3C[C@]2(O)[C@@]14C | 3%&-13%[19.4 µM] | 2% | nt | 2%&17% | nt | 4% | nt | nt | nt
O=C(Cc1ccccc1)N1CCN(C/C=C/c2ccccc2)CC1 | -5% | -1% | -11% | -3% | 34% | -12% | i | 5% | -17
COCC(C)OC(=O)c1c(N)n(Cc2ccco2)c2nc3ccccc3nc12 (centres undefined) | -10% | -10% | 15% | -4% | -2% | 347%[activator] | -9% | -5% | -5
Nc1cc(Cl)cc(C(=O)O)c1Cl | 8% | nt | 11% | 21%&0% | nt | nt | -3% | -11% | nt
CC(=O)c1cn(CCCOc2ccccc2)c2ccccc12 | -9% | -11% | 4% | -1% | -26% | -17% | -3% | -25% | -23
C[C@]12C=CC(=O)C=C1CC[C@@H]1C2=CC[C@]2(C)[C@@H](C(=O)CN3CCN(c4cc(N5CCCC5)nc(N5CCCC5)n4)CC3)CC[C@@H]12 | ? | nt | ? | nt | nt | nt | i | -24% | nt
CCOc1cc2c(cc1OCC)-n1cccc1C(c1ccc(C)cc1C)NC2 (centres undefined) | -5% | -6% | 26% | 30% | -26% | -7% | -5% | -26% | -27
CCOC(=O)Cn1cc([N+](=O)[O-])nc1[N+](=O)[O-] | 8% | -1% | -3% | -1% | 80% | -4% | 0% | -13% | -11
CC(C)C12CN3CCN(CC(C3)C1O)C2 (centres undefined) | -4% | -6% | 15% | 6% | 40% | -7% | 4% | -10% | -9
COc1cc(NCCCn2cnc(C(=O)Nc3ccc(C)c(C)c3)n2)cc(OC)c1OC | -4% | nt | 27% | nt | nt | nt | i | -18% | nt
CN1C(=O)NC(=O)[C@]2(Cc3ccccc3N3CCN(c4ccccc4)CC32)C1=O (some centres undefined) | -11% | -5% | ? | -1% | 4% | ? | -9% | -6% | -2
Cc1cc(-n2c(/C=C/c3cccs3)nc3ccccc3c2=O)ccc1Br | -11%[60.1 µM] | -4% | -11% | nt | -6% | -7% | -3% | -8% | -13
CC(C)COC(=O)c1ccccc1C(=O)OCC(C)C | 0% | -5% | 8% | 1%&-10% | 12% | -8% | -1% | -10% | 4
C[N+]1(C)C2CCC1CC(OC(=O)C(CO)c1ccccc1)C2 (centres undefined) | -15%[60.1 µM] | 2% | -7%[58.9 µM] | -1%&0%&14% | -11%[57.1 µM] | -6% | -7% | 1%[57.1 µM] | 7
O=C(NC1CCCCC1)N1Cc2ccccc2-n2nncc2C1 | -16% | nt | 8% | nt | nt | nt | 6% | -8% | nt

# Some of the compounds tested; count on the stated rates, not on these rows.
